Salmonella PhoP GFP = inhibitors of PhoP regulon expression, primary screen, Salmonella Typhimurium, GFP reporter (AID 1863); inhibition, % at 50 µM; hits with a dose series show IC50 in µM; S. Typhimurium PhoP-regulated promoter GFP reporter, 4 h; higher % means a stronger effect; 300,000 tested, 0.16% active;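 active means inhibition over 29.93%, a cutoff 3 SD above the screen mean, later confirmed by dose response; inconclusive means inhibition over 29.93% but no dose response follow-up; inactive means inhibition at most 29.93% or unconfirmed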;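 further: 0% = low Mg2+ inducing control and 100% = high Mg2+ repressing control; strong numbers were not always called active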
PMI inhibitors = inhibitors of human PMI, primary screen, biochemical, fluorescence intensity, coupled assay (AID 1209). 190,000 tested, 0.42% active. inhibition, % at 20 µM; hits with a dose series show IC50 in µM. purified PMI enzyme, coupled fluorescence intensity; higher % means a stronger effect;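 further: plate controls were DMSO vehicle for no effect and wells lacking substrate for full effect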
SV40 large T antigen = SV40 large T antigen inhibitors, biochemical (AID 1903) | SV40 large T antigen ATPase/helicase inhibition assay; higher % means a stronger effect | one-dose inhibition, % at 20 µM; IC50 in µM for titrated hits | 310,000 tested, 0.39% active; in the data active means a potency from the dose series; inconclusive means inhibition mostly from about 32% at the one dose, without a potency; inactive means the rest, 99 in 100 with inhibition below about 32%; further: strong numbers were not always called active
human PMI inhibitors = human PMI inhibitors, high substrate, primary screen, biochemical, fluorescence intensity, high mannose 6-phosphate (AID 1220). Mannose-6-phosphate isomerase (Homo sapiens). recombinant PMI enzyme, coupled fluorescence intensity; higher % means a stronger effect. inhibition, % at 20 µM; hits with a dose series show IC50 in µM. 190,000 tested, 0.66% active
Insulin prom up = insulin promoter activators in MIN6 cells, imaging, high-content screening, mouse beta cells | MIN6 insulin promoter-GFP reporter; stronger effect = higher value | z-score at 5 µM | 190,000 tested, 0.3% active | AID 1625, 2009;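 active means z-score above 3 at 5 µM with at least 500 cells counted in the well; inconclusive means wells under 500 cells, flagged as cytotoxic or low count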
CSM14.1 death rescue = rescue of cells from ER stress-induced death, primary screen, 384-well, CSM14.1, thapsigargin, ATP luminescence (AID 1222); CSM14.1 thapsigargin-induced death rescue, ATP luminescence; higher % means a stronger effect; 190,000 tested, under 10 active; cellular ATP content (survival), % at 20 µM, or EC50 in µM where a hit was titrated;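 active means EC50 below 50 µM in the dose-response confirmation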;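 further: death triggered by thapsigargin at about 15 µM added after 2 h compound pretreatment; cell ATP read after overnight thapsigargin exposure of roughly 18 to 22 hours; normalized against plate controls of thapsigargin alone and 5% DMSO vehicle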
RSV CPE inhibition = RSV antiviral activity via CPE protection, HEp-2 cells, primary 10 µM value included (AID 2391); HEp-2 cells, RSV-induced CPE inhibition; higher % means a stronger effect; CPE inhibition, % at 10 µM, or IC50 in µM where a hit was titrated; 310,000 tested, 0.13% active; in the data active means a potency from the dose series; inconclusive means CPE inhibition mostly from about 23% at the one dose, without a potency; inactive means the rest, 99 in 100 with CPE inhibition below about 21%; further: strong numbers were not always called active
TNAP activation fold = human TNAP enzyme activators, primary screen, biochemical, luminescent, no phosphate acceptor, uHTS (AID 1001); purified TNAP, luminescent activation assay, no phosphate acceptor; higher activation fold means a stronger effect; activation fold at 20 µM, or EC50 in µM where a hit was titrated; 200,000 tested, 0.03% active; in the data active means activation fold from about 3, or a potency from the dose series; inactive means the rest, 99 in 100 with activation fold below about 1.6; further: many of its hits are not listed in these tables
West Nile virus CPE = West Nile virus antiviral activity, cell-based, CPE readout (AID 1621) | West Nile virus-infected cells, CPE inhibition; higher % means a stronger effect | CPE inhibition, % at 10 µM; hits with a dose series show IC50 in µM | 290,000 tested, 0.02% active; in the data active means a potency from the dose series; inconclusive means CPE inhibition mostly from about 3.7% at the one dose, without a potency; inactive means the rest, 99 in 100 with CPE inhibition below about 2.2%; further: strong numbers were not always called active
Insulin prom up cell count = also measured in Insulin prom up; calls as there; cell count; measured here: cytotoxicity, nuclei count;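 total cells summed across four imaged fields per well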
* = called active by the depositor; ? = inconclusive; / = no result given. Unless noted, no stated cut-off is given here; in the data, active means inhibition above about 50%; inactive means the rest. Random draw from the library (roughly 1.5% active in at least one column).

SMILES | Salmonella PhoP GFP | PMI inhibitors | SV40 large T antigen | human PMI inhibitors | Insulin prom up | Insulin prom up cell count | CSM14.1 death rescue | RSV CPE inhibition | TNAP activation fold | West Nile virus CPE
Cc1cc(N2CCN(Cc3ccc4c(c3)OCO4)CC2)n2ncnc2n1 | 21% | 4% | 0% | 5% | 0.46 | 1150 | 2.2% | -0.2% | 1.1 | /
CC(=O)Oc1cccc(-c2nc3ccccc3c(=O)o2)c1 | / | -5% | / | 2% | -0.1 | 1662 | -2.2% | 0.0% | 1 | -0.3%
Cc1nc(CN2CCN(C(=O)c3ccc(Br)cc3)CC2)cs1 | 1% | 5% | 1% | -2% | -0.78 | 1113 | 0.7% | 1.3% | 1.1 | -0.2%
Cc1ccc2[nH]c3c(c2c1)CCCC3=O | 8% | 7% | 2% | -3% | / | / | -1.9% | -2.0% | 1.1 | 0.4%
CCc1ccc(NC(=O)c2cccc(C(=O)Nc3ccc(CC)cc3)n2)cc1 | -3% | / | 2% | / | / | / | / | 2.1% | / | -0.8%
CSc1ccc(/C=C(/NC(=O)c2ccccc2)C(=O)N2CCN(C)CC2)cc1 | 0% | -7% | 1% | -2% | -0.17 | 1402 | -0.2% | -0.3% | 1 | -0.2%
CCSc1nc2c(c(=O)[nH]1)C(c1cccs1)C(C(=O)OC)=C(C)N2 (centres undefined) | 0% | 0% | 1% | -2% | 0.02 | 1367 | -3.2% | 0.7% | 1.1 | /
O=S(=O)(Nc1cccnc1)c1ccc(F)cc1 | 5% | / | 20% | / | / | / | / | 1.2% | / | 0.4%
O=C(COc1ccc2c(-c3ccccc3)cc(=O)oc2c1)N[C@H](Cc1c[nH]c2ccccc12)C(=O)O | -1% | / | 10% | / | / | / | / | 0.2% | / | 0.3%
COc1ccc(C2C(C(=O)c3ccco3)=C(O)C(=O)N2CC2CCCO2)cc1OC (centres undefined) | -3% | / | -2% | / | / | / | / | 2.8% | / | 0.8%

Rewritten as tab-separated lines: entries from further up
SMILES	Salmonella PhoP GFP	PMI inhibitors	SV40 large T antigen	human PMI inhibitors	Insulin prom up	Insulin prom up cell count	CSM14.1 death rescue	RSV CPE inhibition	TNAP activation fold	West Nile virus CPE
Cc1cc(N2CCN(Cc3ccc4c(c3)OCO4)CC2)n2ncnc2n1	21%	4%	0%	5%	0.46	1150	2.2%	-0.2%	1.1	/
CC(=O)Oc1cccc(-c2nc3ccccc3c(=O)o2)c1	/	-5%	/	2%	-0.1	1662	-2.2%	0.0%	1	-0.3%

(next part)
SMILES | Salmonella PhoP GFP | PMI inhibitors | SV40 large T antigen | human PMI inhibitors | Insulin prom up | Insulin prom up cell count | CSM14.1 death rescue | RSV CPE inhibition | TNAP activation fold | West Nile virus CPE
N#Cc1c(C(F)(F)F)cc(-c2ccc(Cl)cc2)nc1SCC(=O)O | 4% | 5% | 19% | -3% | -0.27 | 1364 | 0.8% | 4.7% | 1.1 | -0.1%
O=S(=O)(Nc1ccccn1)c1ccc(-n2cccn2)cc1 | -5% | / | -8% | / | / | / | / | 0.8% | / | 0.9%
COc1cccc(/C=N/Nc2ncnc(N)c2[N+](=O)[O-])c1OC | 11% | -3% | 3% | -3% | / | / | -3.0% | -1.3% | 0.9 | 2.0%
O=C(Nc1ccc(N2CCOCC2)cc1)C1CCCN(S(=O)(=O)c2cccc(C(F)(F)F)c2)C1 (centres undefined) | 4% | 4% | -1% | 7% | / | / | -1.3% | 2.0% | 1.1 | -0.9%
O=C(CC12CC3CC(CC(C3)C1)C2)NC(=S)N1CCCCC1 | 0% | 15% | 18% | 4% | 0.7 | 1608 | -1.7% | 0.7% | 1.1 | -1.0%
CCOc1cccc2sc(=NC(=O)c3ccc(S(=O)(=O)N4CCOCC4)cc3)n(C)c12 | -7% | 3% | -1% | -1% | -3 | 812 | 1.2% | 2.3% | 1.1 | 0.4%
CCCn1c(=N)c(C(=O)NCC2CCCO2)cc2c(=O)n3cccc(C)c3nc21 (centres undefined) | -5% | 10% | 21% | 14% | -0.74 | 1043 | 0.1% | -1.1% | 1.1 | -0.7%
C/C=C1\C(OC2OC(CO)C(O)C(O)C2O)OC=C(C(=O)OC)C1CC(=O)OCC1C(C)C(OC(=O)CC2C(C(=O)OC)=COC(OC3OC(CO)C(O)C(O)C3O)/C2=C\C)CC1C(CO)CO (centres undefined) | -8% | 14% | ? | 32% | -0.54 | 1382 | -0.9% | 1.6% | 0.9 | -0.5%
Cc1cccc(-n2ncc3c(NCc4ccccn4)ncnc32)c1 | 13% | 1% | -2% | -2% | 2 | 1155 | -3.4% | 3.5% | 1 | 1.8%
O=C(c1cccs1)N1CCCC(c2nc3c(nnn3Cc3ccccc3Cl)c(=O)[nH]2)C1 (centres undefined) | 1% | / | 5% | / | / | / | / | 2.6% | / | 0.1%
Cc1ccc(C(=O)c2c(NC(=O)c3cccnc3)sc3c2CCCC3)cc1 | 13% | 0% | 8% | 0% | -0.55 | 1409 | -1.1% | 4.2% | 1.1 | 0.5%
O=C(OCc1cc([N+](=O)[O-])cc2c1OCOC2)c1ccccn1 | 7% | 4% | 1% | -1% | -0.08 | 1324 | -0.4% | -0.6% | 1 | /
COc1nc(Nc2ccc(C(C)C)cc2)nc(OC)n1 | -7% | 3% | 24% | -2% | / | / | -1.6% | -1.2% | 1 | -0.4%
CCn1c(COc2cccc(OC)c2)nnc1SCC(=O)Nc1ccccc1C(=O)OC | -5% | -6% | 4% | -8% | / | / | 2.9% | 3.2% | 0.9 | -0.7%
CCc1nnc(NC(=O)c2cc(S(=O)(=O)N3CCOCC3)ccc2N2CCCCC2)s1 | -4% | 3% | 10% | 9% | 0.52 | 1237 | 0.0% | / | 1.1 | 0.4%
CCN(CC)c1ccc(NC(=O)COC(=O)COc2ccccc2[N+](=O)[O-])cc1 | 5% | 19% | 10µM* | 21% | / | / | 0.8% | 0.8% | 1.1 | 1.7%
Cc1cc(Nc2ccc([N+](=O)[O-])cc2)c2ccccc2n1 | 4% | / | 1% | / | / | / | / | 3.4% | / | 1.4%
NC(=O)C1(N2CCCCC2)CCN(C(=S)Nc2ccccc2)CC1 | -12% | 6% | 6% | -7% | -0.33 | 1455 | -3.4% | 0.9% | 1 | -0.9%
c1ccc(Cn2c(CNc3nc4ccccc4n3CCN3CCOCC3)nc3ccccc32)cc1 | 10% | 2% | 14% | 14% | -0.93 | 1197 | 3.2% | 1.1% | 1.4 | -1.1%
COc1ccc(Cn2c(C)cc3c(c2=O)C(c2cccs2)C(C#N)=C(N)O3)cc1OC (centres undefined) | 3% | -6% | 4% | 0% | -0.75 | 1079 | -1.0% | 0.4% | 1 | -0.4%
CC1(C)C2CCC1(C)C(NC1=NCCC1)C2 (centres undefined) | 10% | -4% | 9% | -9% | 0.06 | 1201 | -2.0% | 1.6% | 1 | -0.1%
CC(Oc1ccc(Cl)cc1Cl)C(=O)NC1CCSC1=O (centres undefined) | -1% | 6% | 1% | 2% | / | / | -2.7% | 1.4% | 1 | -0.3%
Cc1cc([N+](=O)[O-])nn1Cc1noc(C(=O)NCCCn2ccnc2)n1 | -2% | / | 6% | / | / | / | / | 1.0% | / | -0.2%
NC(=O)c1ccsc1NC(=O)COC(=O)C1CCCN1C(=O)c1cccs1 (centres undefined) | -3% | 3% | 2% | 0% | 0.14 | 1151 | -1.4% | 1.6% | 1.1 | 0.4%
CN(C(=O)COC(=O)c1ccc(Cl)cc1N)C1CCS(=O)(=O)C1 (centres undefined) | 1% | 1% | 24% | -4% | -0.6 | 832 | -1.8% | 1.4% | 1.1 | 0.3%
COc1ccc(/C=N/NC(=O)c2ccncc2)cc1CN1CCCc2ccccc21 | -4% | -21% | 11% | -9% | -0.81 | 1236 | -4.5% | 2.5% | 1.3 | 1.5%
COc1cc(OC)cc(-c2nnc(SCC(=O)N3CCCC3)o2)c1 | -13% | 1% | 6% | 4% | 0.56 | 1161 | -0.1% | 1.0% | 1.1 | -0.2%
COCc1cc(C)nc(OC)c1C(N)=O | 4% | 0% | 0% | 2% | -0.86 | 1281 | -0.6% | 0.6% | 1.1 | 0.9%
O=C(c1cn(-c2ccccc2)nc1-c1cc2ccccc2oc1=O)N1CCOCC1 | 6% | 0% | 7% | -2% | 0.4 | 1465 | 2.0% | 2.0% | 1.1 | -0.2%
COC(=O)c1ccc(OCC(O)CNCC(c2ccc(OC)cc2)N(C)C)c(OC)c1 (centres undefined) | 5% | / | 3% | / | / | / | / | 0.9% | / | 0.3%
Cc1cc2cc3c(cc2nc1SCC(=O)N1c2ccccc2CC1C)OCO3 (centres undefined) | 5% | 10% | 19% | 9% | -2.3 | 523 | 0.7% | 48% | 1 | 0.1%
COc1ccc(OC)c(NC(=O)CN(c2ccc(OC)c(Cl)c2)S(C)(=O)=O)c1 | -4% | -5% | 1% | 4% | -0.71 | 1319 | 3.2% | 1.9% | 1 | -0.1%
O=C(/C=N/O)NCCCn1ccnc1 | 18% | -3% | -1% | -5% | -0.01 | 1104 | -1.6% | 0.6% | 1.1 | 0.1%
N#C/C(=C(/O)CCl)c1nnc2n1CCCCC2 | -4% | -16% | -5% | -11% | -1.2 | 1245 | 30% | -1.3% | 0.9 | 1.2%
CSCCC(NS(=O)(=O)c1ccc2c(c1)OCCO2)C(=O)NCCc1ccccn1 (centres undefined) | 0% | -1% | 4% | -2% | -0.61 | 948 | -0.9% | 0.0% | 1.2 | 0.1%
COc1cc([N+](=O)[O-])ccc1NC(=O)COC(=O)C=C(C)C | 3% | -2% | 4% | 0% | 0 | 1469 | -1.1% | -0.6% | 1.1 | 0.5%
CCN(C(=O)CN1CCN(c2ccc(O)cc2)CC1)c1c(N)n(Cc2ccccc2)c(=O)[nH]c1=O | 2% | 25% | 7.7µM* | 52%* | -0.4 | 1242 | 2.6% | 4.6% | 1 | 0.3%
Cc1ccc(S(=O)(=O)N2CCC(=O)N(C(COCc3ccccc3)C(C)C)CC2)cc1 (centres undefined) | 4% | -6% | 2% | -9% | -0.41 | 1323 | -1.0% | 3.0% | 1 | 0.0%
CCCCn1c2c(c(=N)c3ccccc31)CCC2 | / | / | 14% | / | ? | / | / | 8.3% | / | ?
CCCCCCCC(=O)NNC(=O)Cc1ccccc1 | -2% | 5% | 2% | 3% | 0.35 | 1536 | -1.7% | 0.4% | 1 | 0.0%
CC(=O)C1C(c2ccccc2OC(F)F)NC(=O)NC1(O)C(F)(F)F (centres undefined) | 3% | 5% | 1% | 2% | -0.66 | 1695 | -0.7% | 3.6% | 1.1 | /

An excerpt of these results, comma-delimited:
mol,Salmonella PhoP GFP,PMI inhibitors,SV40 large T antigen,human PMI inhibitors,Insulin prom up,Insulin prom up cell count,CSM14.1 death rescue,RSV CPE inhibition,TNAP activation fold,West Nile virus CPE
O=C(CC12CC3CC(CC(C3)C1)C2)NC(=S)N1CCCCC1,0%,15%,18%,4%,0.7,1608,-1.7%,0.7%,1.1,-1.0%
O=S(=O)(Nc1cccnc1)c1ccc(F)cc1,5%,/,20%,/,/,/,/,1.2%,/,0.4%
O=C(OCc1cc([N+](=O)[O-])cc2c1OCOC2)c1ccccn1,7%,4%,1%,-1%,-0.08,1324,-0.4%,-0.6%,1,/
